# Bioassay records from PubChem.
# Calpain2 inh: inhibitors of pig calpain II, primary screen, biochemical, fluorogenic peptide substrate, 1536-well | purified calpain II, 30 min | inhibition, % at 16 µM | 0.37% of 220,000 active;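 active = inhibition above about 50%, limit read from the data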
# PPC-1+TRAIL kill: compounds killing PPC-1 cancer cells with TRAIL present, primary screen, TRAIL potentiator project, ATPLite luminescence, uHTS | AID 1443, 2008 | PPC-1 cells + TRAIL, ATPLite viability luminescence | 0.41% of 220,000 active | cell killing (% activity), % at 4 µM;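 active = cell killing above 50% in the first pass at 4 µM, then a duplicate retest at 5 µM averaging 50% or more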;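 also: plate controls were cells with TRAIL plus DMSO for no effect and medium-only wells lacking cells for full effect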
# KCC2 mod: KCC2 cotransporter modulators, thallium flux, primary screen, cell-based, HEK293 KCC2, FluoZin-2 fluorescence, MLSMR | KCC2 cells, thallium flux FluoZin-2 fluorescence | Solute carrier family 12 member 5 (Homo sapiens), Q9H2X9 | 2.2% of 190,000 active | B-score of Tl+ flux slope (higher = more flux/activation; lower = inhibition) at 10 µM | AID 1456, 2008;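 active = thallium flux slope and its plate-corrected score both differing from the plate sample mean at a set confidence after two filtering rounds, in either direction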;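 also: slope of fluorescence scaled to starting intensity during 10 to 20 s after thallium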
# EBV gp42 block: Epstein-Barr virus gp42 inhibitors, primary screen, biochemical, uHTS, fluorescence polarization. Fluorescence polarization binding assay, mP read-out. inhibition, % (tested at 21.74 µM). 0.42% of 220,000 active; in the data active = inhibition above about 50%
# Target sequence (Q1HVG2 whole entry, looked up): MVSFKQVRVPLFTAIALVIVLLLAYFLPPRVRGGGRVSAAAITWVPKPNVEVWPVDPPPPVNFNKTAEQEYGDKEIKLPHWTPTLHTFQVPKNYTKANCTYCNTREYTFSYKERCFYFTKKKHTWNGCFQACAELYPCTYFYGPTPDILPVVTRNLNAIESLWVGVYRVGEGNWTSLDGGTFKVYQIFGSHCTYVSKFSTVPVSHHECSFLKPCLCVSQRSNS
# TRPML3 ag: human TRPML3 channel agonists, primary screen, cell-based, HEK293 TRPML3-YFP, Fluo-8 calcium fluorescence, 3 µM; Mucolipin-3 (Homo sapiens), Q8TDD5; 100% = the carbachol control signal; activation, % at 3 µM; 0.29% of 220,000 active; AID 1448, 2008;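 active = activation above its plate's cutoff, the mean activation of the plate's test wells plus 3 SD, cut at about 12% in these data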;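 also: 0% = DMSO only wells and 100% = carbachol wells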
# Target sequence (Q8TDD5 whole entry, looked up): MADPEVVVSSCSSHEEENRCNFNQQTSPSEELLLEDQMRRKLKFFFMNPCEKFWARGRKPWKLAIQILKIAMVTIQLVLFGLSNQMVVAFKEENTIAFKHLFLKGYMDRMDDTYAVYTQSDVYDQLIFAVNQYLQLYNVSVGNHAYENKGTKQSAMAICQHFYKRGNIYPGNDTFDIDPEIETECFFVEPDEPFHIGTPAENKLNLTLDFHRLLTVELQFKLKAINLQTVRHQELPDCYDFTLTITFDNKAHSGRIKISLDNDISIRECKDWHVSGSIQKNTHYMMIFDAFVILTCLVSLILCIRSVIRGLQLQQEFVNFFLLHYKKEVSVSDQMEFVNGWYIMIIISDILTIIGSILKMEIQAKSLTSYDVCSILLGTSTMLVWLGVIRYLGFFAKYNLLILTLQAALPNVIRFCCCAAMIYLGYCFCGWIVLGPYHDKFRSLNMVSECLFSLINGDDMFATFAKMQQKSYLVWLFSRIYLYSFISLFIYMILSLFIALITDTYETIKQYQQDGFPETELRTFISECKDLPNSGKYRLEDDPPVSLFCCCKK
#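 Test system – HEK293 line with stable expression of human TRPML3-YFP channel · Control set – carbachol 87 µM final as high control (100%), DMSO as low control (0%) · Signal – Fluo-8 calcium dye fluorescence, ex 470-495, em 515-575 nm · Incubation – 1-h 37 °C dye load, 5-s basal, 120-s post-compound reads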
# TbHK1 inh: Trypanosoma brucei hexokinase 1 inhibitors, primary screen, biochemical, G6PDH-coupled NADH absorbance, MLSCN library; recombinant TbHK1, G6PDH-coupled NADH A340; hexokinase 1 [Trypanosoma brucei]; AID 1430, 2008; inhibition, % at 10 µM; 0.11% of 220,000 active;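 active = inhibition of 50% or more in the single-dose primary screen; inactive = inhibition below 50%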
# Furin inhibitor: human furin inhibitors, primary screen, biochemical, fluorescence intensity; purified furin, fluorogenic substrate cleavage; inhibition, % at 30 µM; AID 463115, 2010; 0.061% of 220,000 active; P09958; in the data active = inhibition above about 25%; also: inactives centre near -15
# Thrombin inh: human alpha-thrombin inhibitors, primary screen, counter-screen for coagulation protease inhibitor project, biochemical, 1536-well, fluorogenic AMC substrate; Prothrombin (Homo sapiens), P00734; Boc-VPR-AMC fluorogenic substrate cleavage; inhibition, % at 5 µM; 0.26% of 220,000 active;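 active = inhibition at or above 40%; inactive = inhibition below 40%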;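 also: 0% = enzyme with no compound and 100% = wells without enzyme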
#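 System – human alpha-thrombin · Medium – pH 7.5 Tris (50 mM) with NaCl 150 mM, Tween 20 0.05% · Compound – single-point dosing at 5 µM, 0.2% DMSO · Incubation – enzyme reaction carried out at room temperature · Technique – fluorescence of released AMC, ex 355 nm, em 460 nm · Read-out basis – % inhibition of thrombin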
# zfTRPN1 agonist: zebrafish TRPN1 channel agonists, primary screen, cell-based, HEK293, calcium fluorescence | 0.18% of 220,000 active | AID 1424, 2008 | activation, % at 3 µM | HEK293 zebrafish TRPN1-YFP, Fluo-8 calcium fluorescence; 100% = response to 87 µM carbachol;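 active = activation above its plate's cutoff, the mean activation of test wells on that plate plus 3 SD, cut at about 19% in these data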;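 also: 0% = DMSO alone and 100% = 87 µM carbachol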
#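 Material: zebrafish TRPN1-YFP in HEK293 cells. Doses: one dose of 3 µM, 0.3% DMSO. Incubation: dye 1 h 37 °C plus 30 min RT. Measured by: intracellular calcium fluorescence with Fluo-8.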
# Active calls of the source: *; i = inactive; nt = no result given; [ ] = remark or other dose. This is a random part of the collection. Share with any hit: about 3.6%.
mol | Calpain2 inh | PPC-1+TRAIL kill | KCC2 mod | EBV gp42 block | TRPML3 ag | TbHK1 inh | Furin inhibitor | Thrombin inh | zfTRPN1 agonist
CC1CCCC(NC(=O)COC(=O)[C@@H]2CC(O)CN2S(=O)(=O)c2ccc3c(c2)OCCO3)C1C (stereo partly drawn) | -1 | 10 | 0.5 | -31 | 0.9 | -8 | -5 | -3 | 3.1
CCCCNC(=O)N1CCOCCOCCN(C(=O)NCCCC)CCOCC1 | -16 | 0 | nt | -9 | -0.4 | -18 | -31 | 1 | 0.0
O=C(c1ccccc1F)N1CCN(Cc2ccccc2F)CC1 | -15 | 8 | -0.57 | -19 | 0.8 | 25 | -7[20 µM] | -2 | 1.6
COc1ccc(NC(=O)c2ccccc2C)c(OC)c1 | 1 | 8 | 0.97 | -8 | -0.9 | 18 | -14 | -4 | 1.1
Cc1cc(C)n(-c2cccc(CN3CCC(CO)(Cc4ccccc4)CC3)c2)n1 | -21 | 13 | -1.3 | 4 | 1.3 | 3 | -28 | -3 | 0.1
COc1ccc(-n2cnc3c(sc4nc(N5CCOCC5)c5c(c43)CCCC5)c2=O)cc1 | -54 | 9 | -0.39 | 5 | 0.2 | -5 | -10 | 2 | 0.5
COCCN1C(=O)C(O)=C(C(C)=O)C1c1ccc(F)cc1 (stereo not drawn) | -13 | 5 | 7.3e-05 | 2 | 0.6 | 0 | -14 | -7 | 1.1
Cc1ccc2cc(C)c3nnc(SCC(=O)Nc4nc5c(s4)CCCC5)n3c2c1C | -134 | 6 | nt | -12 | -0.5 | -12 | -14[20 µM] | 4 | -1.7
CCc1ccccc1NC(=O)N1C2CCCC1CC(NC(=O)C(C)(C)C)C2 (stereo not drawn) | -10 | 8 | -1.5 | -12 | 0.1 | 0 | -11 | 3 | 1.6
CCCCC(=O)Nc1cccc(NC(=S)NC(=O)COc2ccccc2Cl)c1 | 2 | 6 | -0.017 | 11 | 1.1 | -3 | 0 | -7 | 0.0
CC(C)(C)C1CCc2onc(C(=O)Nc3cccnc3)c2C1 (stereo not drawn) | -58 | 31 | 6.5* | -1 | -0.1 | -4 | -10 | -3 | -1.2
CCOC(=O)NC(=O)C(/C=N/c1sccc1C(=O)OC)=C(\C)O | -25 | -2 | -0.45 | -6 | 8.6 | -4 | -14 | 2 | 17
CCOc1ccccc1N(CC(=O)NCc1ccc(OC)cc1)S(C)(=O)=O | -19 | 8 | 0.0063 | 8 | 0.7 | 5 | -22 | -3 | -1.4
COc1cc2c(cc1OC)C(COc1ccccc1OC)N(C(=O)c1ccco1)CC2 (stereo not drawn) | 33 | 9 | -0.96 | -4 | 0.2 | 7 | -5 | -23 | -2.4
Cc1ccc(-c2nnn(CC(=O)N(CC(=O)NCC3CCCO3)c3ccccc3)n2)o1 (stereo not drawn) | 20 | -21 | 0.078 | -8 | -0.6 | -6 | -16[20 µM] | -4 | 0.0
CCN1/C(=C\C(=S)Nc2ccccc2)Sc2ccccc21 | -22 | nt | -0.44 | 10 | -0.2 | -9 | -16 | -13 | 0.0
Cc1c(OCc2ccccc2)c(=O)ccn1Cc1ccc(Cl)cc1 | -17 | 9 | 0.49 | 14 | 0.5 | -10 | -20[20 µM] | -4 | -1.6
Cc1c(C2=CCN(S(=O)(=O)c3ccc(Cl)cc3)CC2)c2ccccc2n1C | -12 | 32 | -0.1 | -20 | 1.2 | 16 | -9 | -17 | 1.1
O=C1NC2=C(C(=O)c3ccccc32)C(c2ccccc2)N1 (stereo not drawn) | 6 | -12 | 0.077 | 0 | 0.3 | 5 | -11 | 4 | -0.5
Cc1cc(C)c(N)c(C(=O)O)c1 | -157 | -5 | nt | -2 | 0.1 | -12 | -22 | -7 | 1.0
COC(=O)c1cc(=O)nc2sccn12 | -61 | 4 | 0.84 | -9 | 0.6 | -9 | -8[20 µM] | 1 | 0.5
Cc1nnc(NC(=O)C2CCN(c3nnnn3-c3ccccc3)CC2)s1 | 19 | 22 | 0.26 | -19 | 0.9 | 0 | -13 | 4 | 0.8
CCOC(=O)c1ccccc1OC(=O)CS(=O)c1ccccc1[N+](=O)[O-] (stereo not drawn) | -22 | 18 | -0.0099 | -6 | 0.0 | -9 | -32 | 6 | -0.1
Cc1ccc(Cn2ccc(NC(=O)CCSc3nc(-c4ccco4)cc(C(F)(F)F)n3)n2)cc1 | -9 | -14 | nt | -2 | 0.3 | -11 | 3[20 µM] | -2 | -0.1
Cc1cccc(NC(=O)C2CCCN(S(=O)(=O)c3ccc4c(c3)oc(=O)n4C)C2)c1 (stereo not drawn) | -42 | 6 | 1.4 | -6 | 0.5 | -12 | -29 | 1 | 0.5

# Part of the list above in another layout.
mol: Cc1ccc(-c2nnn(CC(=O)N(CC(=O)NCC3CCCO3)c3ccccc3)n2)o1 (stereo not drawn)
  Calpain2 inh = 20 | PPC-1+TRAIL kill = -21 | KCC2 mod = 0.078 | EBV gp42 block = -8 | TRPML3 ag = -0.6 | TbHK1 inh = -6 | Furin inhibitor = -16[20 µM] | Thrombin inh = -4 | zfTRPN1 agonist = 0.0

mol: CCN1/C(=C\C(=S)Nc2ccccc2)Sc2ccccc21
  Calpain2 inh = -22 | PPC-1+TRAIL kill = nt | KCC2 mod = -0.44 | EBV gp42 block = 10 | TRPML3 ag = -0.2 | TbHK1 inh = -9 | Furin inhibitor = -16 | Thrombin inh = -13 | zfTRPN1 agonist = 0.0

mol: Cc1c(OCc2ccccc2)c(=O)ccn1Cc1ccc(Cl)cc1
  Calpain2 inh = -17 | PPC-1+TRAIL kill = 9 | KCC2 mod = 0.49 | EBV gp42 block = 14 | TRPML3 ag = 0.5 | TbHK1 inh = -10 | Furin inhibitor = -20[20 µM] | Thrombin inh = -4 | zfTRPN1 agonist = -1.6

# (more compounds)
# Order of values – Calpain2 inh	PPC-1+TRAIL kill	KCC2 mod	EBV gp42 block	TRPML3 ag	TbHK1 inh	Furin inhibitor	Thrombin inh	zfTRPN1 agonist
Cc1c(C(=O)Nc2ccc(-n3cnnn3)cc2)oc2ccccc12
 : -380	1	0.15	1	0.1	-21	-2	2	0.1
COC(=O)c1ccccc1S(=O)(=O)N1CCC(c2nc3ccccc3o2)CC1
 : 17	-16	-0.055	-6	0.9	4	-18[20 µM]	1	1.4
COc1ccc(-c2[nH]ncc2CN(CC2CCC(=O)N2)C(C)C)cc1F (stereo not drawn)
 : 23	-8	0.12	-1	0.7	6	-15	7	1.6
CCCc1nnc(NC(=O)NCCN2C(=O)C3C4C=CC(C4)C3C2=O)s1 (stereo not drawn)
 : 8	-20	-0.15	-6	0.1	-6	-19	0	-1.0
CCOC(=O)c1cc2c(=O)n3ccccc3nc2n(Cc2ccco2)c1=NC(=O)c1cccnc1
 : i	8	nt	3	-0.2	-19	-15	2	-0.5
Cn1c(COc2ccc(Cl)cc2)nnc1SCc1ncc(-c2ccccc2)o1
 : 2	12	-2.9	-19	-1.1	7	-21	-10	-1.2
CCOC(=O)C1=C(C)NC(=O)NC1c1ccc(OCC(=O)N2CCCCC2)cc1 (stereo not drawn)
 : -6	-1	0.79	13	0.1	4	-6	0	-0.5
C[C@H](NC(=O)Nc1ccccc1F)C(=O)O
 : -10	10	0.086	-17	0.1	0	-27[20 µM]	-5	-0.1
N#CCCn1cc(/C=C2\NC(=S)N(c3ccccc3)C2=O)c(-c2ccc(F)cc2)n1
 : -14	27	0.54	6	0.5	-3	-26	-2	0.1
COc1ccc(CCn2c(-c3ccc(F)cc3)nc3c(c(=O)c4ccccc4n3C)c2=O)cc1OC
 : 31	-9	0.21	-6	0.0	-3	-6	-4	-1.3
COc1cc(C(=O)Nc2ccc(S(=O)(=O)N(C)c3ccccc3)cc2)cc(OC)c1OC
 : -15	-15	-2.1	-6	0.4	-10	-13	-7	-0.9
O=C(Cc1ccccc1)N1CCN(c2ncccn2)CC1
 : 5	6	-0.65	8	0.8	1	-15	-14	-0.4
Cc1cc(C)nc(-n2nc(C)cc2NC(=O)CN2CCC(C)CC2)n1
 : -32	-10	-0.25	-15	-0.1	-1	-20	2	-0.5
O=C(Cc1csc(Nc2nc(=S)[nH]c3ccccc23)n1)N1CCN(c2cccc(C(F)(F)F)c2)CC1
 : -154	6	12*	-28	0.2	-6	-2	2	1.5
CC(Oc1ccccc1)C(=O)N=Nc1c(O)[nH]c2ccc(Br)cc12 (stereo not drawn)
 : 8	32	-0.34	-16	-0.8	2	-26	1	0.2
Cc1ccc(S(=O)(=O)N2CCN(Cc3ccsc3)CC2)cc1
 : -28	6	-0.82	-20	1.2	0	-33	-9	-1.2
COc1ccc(CCn2c(C)c(C(C)=O)c(C(C)=O)c2C)cc1OC
 : 26	11	-0.11	6	1.4	-8	-11	-8	-2.2
Cc1nc(SCC(=O)Nc2cc(C(N)=O)cc(C(N)=O)c2)c2c(C)c(C)sc2n1
 : 13	1	38*	-11	-0.6	-9	-17	3	1.2
CCCCNC(=O)CN1C(=O)NC(CCc2ccccc2)C1=O (stereo not drawn)
 : 3	-10	0.00055	-4	0.8	1	-24	-6	-0.3
O=C(OCc1ccccc1)N1CCOCCOCCN(C(=O)OCc2ccccc2)CCOCCOCC1
 : -10	18	nt	-6	0.9	0	-6[20 µM]	4	4.1
COc1ccc(-c2ccc(CCC(=O)O)n2-c2ccccc2O)cc1
 : -13	13	-0.46	-7	-0.6	-8	-3	59*	1.2
Cn1c(=O)c2[nH]cnc2n(-c2ccccc2)c1=O
 : -57	13	0.12	-11	-0.2	4	-19[20 µM]	-1	0.6
CN(CCCNC(=O)c1cn(C)c2ccc(S(=O)(=O)N(C)C)cc2c1=O)c1ccccc1
 : -8	2	-0.89	-1	-0.1	-8	-14	9	0.9
Cc1cccc(CC(=O)Nc2cc(=O)n(C)c(=O)n2C)c1
 : 8	8	0.79	-15	0.0	-5	-20	2	0.8
CCCc1cc(=O)[nH]c(SCC(=O)c2cc(C)n(C)c2C)n1
 : -7	-7	-0.45	-1	0.3	-11	-21[20 µM]	-2	-0.6
Cc1ccc(C)c(C(=O)n2cnnc2N)c1
 : -42	12	nt	-2	0.3	-8	-23[20 µM]	0	-0.6
Fc1cccc(NCc2cn3ccccc3n2)c1
 : 13	-4	0.38	0	-0.5	2	-18[20 µM]	0	0.4

# 3 entries already listed, sorted by the value under TRPML3 ag, low to high:
SMILES | Calpain2 inh | KCC2 mod | EBV gp42 block | TRPML3 ag | TbHK1 inh | Furin inhibitor
Fc1cccc(NCc2cn3ccccc3n2)c1 | 13 | 0.38 | 0 | -0.5 | 2 | -18[20 µM]
CCCc1cc(=O)[nH]c(SCC(=O)c2cc(C)n(C)c2C)n1 | -7 | -0.45 | -1 | 0.3 | -11 | -21[20 µM]
COc1ccc(CCn2c(C)c(C(C)=O)c(C(C)=O)c2C)cc1OC | 26 | -0.11 | 6 | 1.4 | -8 | -11
